# High-throughput results (PubChem BioAssay)
# D2 ag = agonists of human D2 dopamine receptor; P14416; 340,000 compounds, 0.53% hits; HEK293 T-REx D2 cells, calcium flux agonist mode; activation, % at 2 µM; AID 485358;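 active means activation over 3 SD above normal in the single-dose calcium agonist read, cut at about 30% in these data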; further: 0% is about no effect
# Target sequence (P14416 whole entry, looked up): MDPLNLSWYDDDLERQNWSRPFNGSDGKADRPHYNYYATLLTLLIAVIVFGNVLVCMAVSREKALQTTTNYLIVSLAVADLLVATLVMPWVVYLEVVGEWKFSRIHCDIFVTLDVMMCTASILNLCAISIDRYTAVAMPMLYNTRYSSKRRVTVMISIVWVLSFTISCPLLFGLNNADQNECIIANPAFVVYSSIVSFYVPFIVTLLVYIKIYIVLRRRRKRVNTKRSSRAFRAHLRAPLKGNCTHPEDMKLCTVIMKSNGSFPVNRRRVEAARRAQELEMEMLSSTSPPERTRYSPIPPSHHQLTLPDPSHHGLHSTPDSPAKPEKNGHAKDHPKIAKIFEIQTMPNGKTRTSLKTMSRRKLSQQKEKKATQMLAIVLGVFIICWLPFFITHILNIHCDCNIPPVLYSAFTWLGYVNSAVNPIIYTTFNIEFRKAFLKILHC
#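 HEK293 Trex D2 cells, tetracycline-induced, o/n 30 C 5% CO2; no-wash Ca dye, RT 30–90 min; 10-cycle baseline, 23 nl cpd added, kinetic Ca read 180 s; agonist hits = positive Ca response.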
# USP1-UAF1 inh = blocks the human USP1/UAF1 deubiquitinase complex; recombinant USP1/UAF1, Ub-Rhodamine cleavage fluorescence; Potency, µM (highest dose often 57.1 µM), for the others: at the highest dose activity change, negative = inhibition, usual class: inhibitors; 390,000 compounds, 0.23% hits; further: potency means the concentration at half of the fitted maximal effect; on the % scale 0 is the no-effect control and ±100 the full control effect; nearly all actives have a fitted effect of over 60% in size; inactives centre near -12
#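 USP1/UAF1 complex (1 nM) preincubated 15 min at room temperature with compound, then Ub-Rho substrate (150 nM final) added. Kinetic fluorescence at 480/540 nm over 6 reads at 60 s intervals; 50 mM HEPES pH 7.8, 0.5 mM EDTA, 0.1 mg/ml BSA, 1 mM TCEP, 0.01% Tween-20.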
# IDH1 R132H inh = human IDH1 R132H inhibition; O75874; IDH1-R132H enzyme, NADPH consumption, diaphorase/resazurin fluorescence; Potency, µM (titrated, usually from 76.6 µM), inactives show at the top dose activity change, negative = inhibition, most hits filed as inhibitors; 390,000 compounds, 0.093% hits; further: potency means the concentration at half of the fitted maximal effect; on the % scale 0 is the no-effect control and ±100 the full control effect; nearly all actives have a fitted effect of over 65% in size
#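 IDH1-R132H (0.5 ug/mL dispensed) in pH 7.5 Tris buffer was preincubated 30 min with compound, then given a substrate mix of 0.016 mM NADPH and 2 mM alpha-KG for 80 min at room temperature; remaining NADPH was read by diaphorase/resazurin fluorescence.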
# TRHR agonist = TRH receptor (human) agonism | P34981 | TRHR cells, calcium flux fluo-8, FDSS agonist mode | activation, % at 2 µM | 360,000 compounds, 0.18% hits; in the data active means activation above about 30%; further: 0% is about no effect
# Target sequence (P34981 whole entry, looked up): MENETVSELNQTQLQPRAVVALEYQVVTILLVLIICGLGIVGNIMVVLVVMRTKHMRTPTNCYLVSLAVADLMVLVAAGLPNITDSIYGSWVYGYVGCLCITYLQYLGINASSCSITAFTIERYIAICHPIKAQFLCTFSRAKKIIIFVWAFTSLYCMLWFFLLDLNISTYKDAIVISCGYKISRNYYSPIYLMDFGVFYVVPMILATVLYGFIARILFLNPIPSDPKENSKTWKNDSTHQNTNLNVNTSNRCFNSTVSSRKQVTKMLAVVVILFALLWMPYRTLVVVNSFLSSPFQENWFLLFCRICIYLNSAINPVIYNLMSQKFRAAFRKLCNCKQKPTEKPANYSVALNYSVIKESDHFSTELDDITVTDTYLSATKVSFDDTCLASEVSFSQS
#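 Fluo-8-loaded TRHR cells; 10 s baseline, compound added, kinetic Ca2+ fluorescence read 1/s, agonist mode.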
# TRHR enhancer = TRH receptor (human) allosteric enhancement | TRHR cells, fluo-8 calcium fluorescence, EC20 TRH enhancement | enhancement, % at 2 µM | AID 493056 | P34981 | 360,000 compounds, 0.66% hits; in the data active means enhancement above about 30%; further: 0% is about no effect
#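 TRHR-expressing cells loaded with fluo-8 calcium dye were read kinetically (ex 480/em 530) during compound addition, then stimulated with an EC20 of TRH (10 nM final). Enhancement of the Gq-mediated intracellular calcium response was scored.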
# Pin1 inhibitor = human Pin1 inhibition; Q13526; Pin1 FP peptide displacement, HiFluor488, 10 min; Potency, µM (top dose mostly 115 µM), inactives show at the top dose activity, negative = inhibition, actives largely listed as inhibitors; 390,000 compounds, 0.009% hits; active means well fitted inhibition curve with a large enough effect in the polarisation, with a control signal flat, not every such curve was filed as active; inconclusive means small, poorly fitted or top-dose-only effect, or effect the other way, or a change in a side signal; inactive means no such curve, though single readings can be large or run the other way; the % refers to the polarisation; further: potency means the concentration at half of the fitted maximal effect; on the % scale 0 is the no-effect control and ±100 the full control effect
# Target sequence (Q13526 whole entry, looked up): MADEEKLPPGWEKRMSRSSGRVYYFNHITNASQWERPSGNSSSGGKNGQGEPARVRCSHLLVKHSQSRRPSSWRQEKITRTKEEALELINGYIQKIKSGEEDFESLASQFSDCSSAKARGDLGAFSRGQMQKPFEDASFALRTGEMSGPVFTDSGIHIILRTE
# D2 antagonist = antagonizes the human D2 dopamine receptor. 340,000 compounds, 2% hits. P14416. inhibition, % at 10 µM. HEK293 TREx D2 cells, calcium flux, dopamine EC80. AID 485344; in the data active means inhibition above about 30%; further: 0% is about no effect
#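 Compounds are added to dye-loaded, induced HEK293 T-REx cells coupled to calcium release via D2; after a 3 min kinetic read an EC80 dopamine stimulus is given and fluorescence is recorded for 3 more min.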
# rTrxR1 inhibitor = rat TrxR1 inhibition; O89049; 390,000 compounds, 1% hits; Potency, µM (doses to about 114 µM), without a hit: at the top dose activity change, negative = inhibition, most hits filed as inhibitors; recombinant rTrxR1, NADPH fluorescence consumption, selenite substrate; further: potency means the concentration at half of the fitted maximal effect; on the % scale 0 is the no-effect control and ±100 the full control effect; nearly all actives have a fitted effect of over 65% in size
#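 Rat TrxR1 (90 nM in the dispensed reagent) was pre-reduced with 400 uM NADPH for 5 min at room temperature, then incubated with compound for 15 min. After 400 uM selenite was added, NADPH fluorescence (Ex 340/Em 450 nm) was followed for 8 min.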
# TrxR1 substrate = substrates of rat thioredoxin reductase 1. purified TrxR1 substrate turnover, NADPH consumption readout. Potency, µM (series often up to 114 µM), for the others: top-dose activity change, negative = substrate turnover. 390,000 compounds, 0.01% hits; further: potency means the concentration at half of the fitted maximal effect; on the % scale 0 is the no-effect control and ±100 the full control effect; nearly all actives have a fitted effect of over 50% in size
#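 Rat TrxR1, dispensed at 90 nM, was prereduced with 400 uM NADPH (final) for 5 min at ~22 deg C, then incubated with compound 15 min before 400 uM selenite. A first-read NADPH fluorescence drop versus no-compound background flagged substrates.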
# * marks the source's active call; other numbers are inactive results; ? = inconclusive; . = no result given; & = joins results of further samples; [ ] = dose if it differs, or a comment. Unless noted, the call rests on the fitted dose curve; in most records, active means well fitted inhibition curve with a large enough effect; inconclusive means small, poorly fitted or top-dose-only effect; inactive means no such curve, though single readings can be large or run the other way. These rows are one share of the data, so the mix of outcomes need not match the whole.
molecule	D2 ag	USP1-UAF1 inh	IDH1 R132H inh	TRHR agonist	TRHR enhancer	Pin1 inhibitor	D2 antagonist	rTrxR1 inhibitor	TrxR1 substrate
CCOc1ccc(CCNC(=O)C(CC(C)C)N2Cc3ccccc3C2=O)cc1OCC (stereo not drawn)	-2.0	10%	-11%	0.0	-7	-2%	.	0%	-3%
CCn1c(SCC(=O)Nc2c(C)n(C)n(-c3ccccc3)c2=O)nnc1-c1cccc(C)c1	0.0	-8%	0%	-0.2	-2	-7%	-1	-4%	-1%
S=c1[nH]nc(-c2ccco2)n1-c1ccccc1Cl	0.2	3%	-4%	-0.5	17	-2%	4	-8%[57.1 µM]	7%[57.1 µM]
CS(=O)(=O)N1CCN(c2ccccc2NC(=O)c2ccc3ccccc3c2)CC1	0.4	-10%	15%	1.0	-9	9%	1	18%	11%
COc1ccc(-c2cc(C(=O)OCC(=O)c3cccc(OC)c3)c3cccc(Cl)c3n2)cc1	2.0	-14%	-18%	0.1	4	1%	.	59%[activator]	42%[activator]
O=C(Cc1csc(-c2ccccc2)n1)NCc1cccs1	0.2	-14%	6%	-1.3	29	-1%	-6	21%[57.1 µM]	12%[57.1 µM]
Cc1ccc(S(=O)(=O)/N=C(\CN2CCCCC2)N2CCOCC2)cc1	-0.4	-15%	-2%	-0.3	-1	-2%	0	-17%[57.1 µM]	-2%[57.1 µM]
COc1ccc(OC)c(S(=O)(=O)N2CCC(NC(=O)c3ccccc3)CC2)c1	0.0	-8%	6%	0.2	15	-2%	-11	-16%	-6%
NC(=O)C1CCN(C(=O)Cn2c(-c3cccs3)cc3ccccc32)CC1	0.0	-19%	1%	0.9	-6	-1%	.	-23%	62%[activator]
Cc1cc(C)nc(SCCC(=O)N2CCOCC2)n1	-0.7	-2%	1%	-0.2	3	1%	-6	12%[57.1 µM]	7%[57.1 µM]
CCCNC(=O)c1ccc(N2CCC3(CC2)CC(c2ccccc2)=NO3)c(N)c1	0.8	-10%	-2%	-0.9	6	1%	0	19%[57.1 µM]	17%[57.1 µM]
COc1ccc(NC(=O)Nc2ccc(OC)c(OC)c2)c([N+](=O)[O-])c1	-0.4	-5%	1%	-0.5	-2	-1%	-19	-9%	-8%
CCC(CC)C(=O)N1CCN(c2cccc(C)c2C)CC1	1.4	-3%	4%	-0.1	10	0%	-17	29%	16%
O=C(CCNS(=O)(=O)c1ccc(Cl)cc1)N1CCOCC1	-0.3	-18%	-4%	-0.7	2	-7%	-12	12%	2%
O=C(CN1C(=O)C2(SCC(=O)N2c2cccc(F)c2)c2ccccc21)NCc1ccccc1Cl (stereo not drawn)	0.1	-10%	-11%	0.7	10	9%	.	8%	-2%
O=C(CSc1nnc2scc(-c3ccccc3)n12)NCC1CCCO1 (stereo not drawn)	1.3	-1%	9%	-0.4	0	5%	5	7%	7%
CCc1nn2c(=O)cc(COC(=O)c3ccc(NC(=O)COc4ccc(C)cc4)cc3)nc2s1	0.3	-9%	-13%	-1.9	1	0%	.	9%[57.1 µM]	-4%[57.1 µM]
CCCCCCCCCCCCN1[C@@H](CC(=O)OC)c2cc(F)ccc2S1(=O)=O	.	-34%	12%	.	.	-2%	.	18%&27%	4%&-8%
Cc1c(C(=O)O)oc2c1-c1nn(Cc3ccccc3Cl)cc1CC2	1.4	-13%	.	-0.4	-3	-19%	.	?	10%
O=c1[nH]c2cc3c(cc2cc1CN(CCN1CCOCC1)C(=S)NCC1CCCO1)OCO3 (stereo not drawn)	1.0	-14%	-5%	-0.6	4	1%	8	?	27%
COc1c2c(nc3occc13)C(CC=C(C)C)(OC)C(=O)C=C2 (stereo not drawn)	-0.3	-14%	-1%	0.2	-4	-3%	6	-3%[57.1 µM]	2%
O=C(CN1CCN(S(=O)(=O)c2ccc(Br)cc2)CC1)Nc1ccc(F)cc1	-1.9	-6%	4%	0.0	-2	-3%	-9	-15%[57.1 µM]	0%[57.1 µM]
COc1cc(OC)c(C(=O)Nc2ccccc2-c2ccccc2)cc1OC	-1.1	-26%	1%	-0.7	-21	0%	-5	1%	-2%
CC(c1ccco1)N(C(=O)c1ccccc1F)c1ccccn1 (stereo not drawn)	-0.3	-21%	4%	0.1	0	-1%	-1	-4%	13%
N#CCC(=O)Nc1ccc(C(=O)OCC(=O)c2ccc3c(c2)OCCO3)cc1	.	-17%	-2%	4.1	0	?	.	14%[57.1 µM]	2%[57.1 µM]

# New compounds follow:
molecule	D2 ag	USP1-UAF1 inh	IDH1 R132H inh	TRHR agonist	TRHR enhancer	Pin1 inhibitor	D2 antagonist	rTrxR1 inhibitor	TrxR1 substrate
CC(=O)c1ccc(NC(=S)N2CCCC2)cc1	1.3	-11%	7%	0.1	0	-9%	-11	-11%	-14%
CC12CCC(=O)N1C(C(=O)Nc1ccc(S(=O)(=O)N3CCCCC3)cc1)CS2 (stereo not drawn)	0.7	-20%	4%	0.3	7	-1%	-5	10%	4%
CC(C)=CCC/C(C)=C/COc1ccc2ccc(=O)oc2c1	-0.4	-27%	4%	0.4	-8	1%	0	25%	13%
CC(C)NC(=O)NC(=O)COc1ccc(Br)cc1Br	1.4	-21%	9%	-0.1	18	-12%	-2	-5%	-9%
CC1(CCc2ccc(O)cc2)NC(=O)NC1=O (stereo not drawn)	0.6	-18%	3%	0.6	8	-3%	2	14%	0%
COc1cc2c(cc1OC)CN(C(=S)Nc1ccccc1Cl)CC2	0.2	-5%	-4%	-1.5	0	3%	-8	10%	-3%
Cc1ccc(C)c(OCCOCCn2c(-c3ccc(Br)cc3)nc3ccccc3c2=O)c1C	.	-18%	10%	0.0	-5	4%	.	0%	-4%
COc1ccc(CN2CCC(C(=O)Nc3ccc(Oc4cccnc4)cc3)CC2)c(C)c1C	0.5	-8%	-2%	1.5	4	-16%	-3	21%	-5%
N#Cc1cc2c(nc1SCc1ccccc1)CCCC2	0.0	-4%	3%	0.1	-1	0%	2	10%[57.1 µM]	9%[57.1 µM]
CCCNC(=O)Cn1cnc2sc(C(=O)N3CCN(c4ccc(F)cc4)CC3)c(C)c2c1=O	-0.1	-12%	1%	0.2	-4	-4%	1	-1%[57.1 µM]	5%[57.1 µM]
Cc1ccc(S(=O)(=O)N2CCN(CC(=O)NC(=O)NCc3ccco3)CC2)cc1C	.	-23%	-4%	0.0	3	37%[activator]	.	-32%	3%
CC1SC(=NC(=O)c2ccco2)NC1=O (stereo not drawn)	.	-8%	2%	0.0	-16	-22%	.	0%	3%
CC(C)(C)CC(=O)Nc1nnc(SCC(=O)NC2CCCC2)s1	-0.5	-20%	3%	-1.5	1	-3%	-29	-2%	-3%
CCN(CC)S(=O)(=O)c1ccc(N2CCCC2)c(C(=O)OCC(=O)/C(C#N)=C(\C)N)c1	1.0	-8%	1%	-0.2	-8	7%	-3	-3%	0%
CCOC(=O)C1(CCCc2ccccc2)CCN(C(=O)CCCn2cncn2)CC1	.	-4%	-3%	0.4	3	-1%	.	-2%	-2%
CC(=O)OCCN(CCOC(C)=O)c1c(C)[nH]c(=O)[nH]c1=O	0.3	8%	0%	0.5	8	-7%	-14	18%	7%
COc1ccc(CCNC(=O)c2sc3ccccc3c2Cl)cc1OC	.	-12%	5%	-0.3	-1	11%	.	9%	0%
COc1cc(Nc2nnc(C)s2)c(Cl)cc1Cl	-1.6	-19%	12%	-0.6	-8	1%	4	11%	4%
Cc1ccc(S(=O)(=O)Nc2cccc(C(=O)N3CCN(c4ccccc4O)CC3)c2)cc1F	.	-22%	0%	0.0	12	-3%	.	19%	-1%
O=C(Nc1nnc(C2=COCCO2)o1)c1ccc(F)cc1	-0.7	-18%	1%	-0.8	-3	-2%	-4	10%	-1%
CCOc1ccccc1CN1CCC(N2CCC(C(=O)NC3CC3)CC2)CC1	-0.1	-14%	-6%	0.5	-4	-4%	-3	7%	2%
COC(=O)COc1cc(OCC(=O)OC)c2c(C)c(Cl)c(=O)oc2c1	-0.4	-13%	0%	0.3	-1	9%	14	?	209%[activator]
Cc1cc(Nc2cccc([N+](=O)[O-])c2)n2c(nc3ccccc32)c1C#N	3.5	-7%	4%	2.4	-13	5%	35*	7%	3%
COc1ccc(CNS(=O)(=O)c2ccc3c(c2)C(C)(C)C(=O)N3C)cc1	0.0	-14%	0%	-0.3	6	2%	19	17%	-3%
Cc1ccccc1NC(=O)Cn1cc(S(=O)(=O)N2CCCC2)c(S(=O)(=O)N2CCCC2)c1	0.3	-10%	0%	0.4	4	-2%	.	14%	2%

# The list continues:
molecule	D2 ag	USP1-UAF1 inh	IDH1 R132H inh	TRHR agonist	TRHR enhancer	Pin1 inhibitor	D2 antagonist	rTrxR1 inhibitor	TrxR1 substrate
CCc1ccccc1NC(=O)CC(c1ccc(F)cc1)N1Cc2ccccc2C1=O (stereo not drawn)	0.7	-7%	10%	0.3	-29	-10%	.	14%	-1%
COc1ccc(Cl)cc1N(CC(=O)Nc1ccc2c(c1)OCCO2)S(C)(=O)=O	0.7	-4%	0%	-0.1	0	0%	2	2%	-3%
Cc1ccc(N=C(N(C)C)P(=O)(N(C)C)N(C)C)c(C)c1	1.4	-27%	-5%	0.3	3	7%	12	-1%[57.1 µM]	-3%[57.1 µM]
O=C(Nc1cccc(-c2cccc(F)c2)c1)C1CCN(C2CCOCC2)CC1	1.0	-14%	7%	1.0	-7	4%	-9	17%	1%
NC(=O)CSc1oc(-c2cccs2)nc1S(=O)(=O)c1ccccc1	0.9	-27%	1%	1.3	2	14%	11	7%[57.1 µM]	10%[57.1 µM]
Cc1ccccc1COC(=O)CCCC1=NS(=O)(=O)c2ccccc2N1	3.0	-13%	5%	2.4	-5	-3%	-7	14%	-3%
